# Compound activity: PubChem BioAssay, National Center for Advancing Translational Sciences (NCATS)
# USP2a block: qHTS Assay for Inhibitors of Ubiquitin-specific Protease USP2a Using CHOP2 as the Reporter; Potency, µM (titrated, usually from 38.3 µM), without a hit: at the top dose activity change, negative = inhibition, usual class: inhibitors; 0.01% of 330,000 active; Ubiquitin carboxyl-terminal hydrolase 2 (Homo sapiens), O75604; USP2 core, Ub-CHOP2 coupled fluorogenic reporter, 485/531;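 further: potency means the concentration at half of the fitted maximal effect; plate controls were DMSO wells for no effect and full inhibition by NEM control for full effect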
#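 Cell-free coupled assay: 10nM USP2 core preincubated 30min RT with compound in Tris-HCl pH 8.0/CaCl2/CHAPS buffer, then 25nM Ub-CHOP2 and 25nM reporter substrate; fluorescence (Ex 485/Em 531) read after 60min RT, normalized to NEM inhibition, concentration-response curves fitted.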
# PTAP TSG101 blk: qHTS Assay for Iinhibitors of HIV-1 Budding by Blocking the Interaction of PTAP/TSG101; Fluorescence polarization, FITC-PTAP peptide / Tsg101 binding; Potency, µM (series often up to 115 µM), for inactives: top-dose activity change, negative = inhibition, actives largely listed as inhibitors; 340,000 tested, under 10 active; active means well fitted inhibition curve with a large enough effect in the main read-out, with a control signal flat, not every such curve was filed as active; inconclusive means small, poorly fitted or top-dose-only effect, or effect the other way, or a change in a side signal; inactive means no such curve, though single readings can be large or run the other way; further: potency means the concentration at half of the fitted maximal effect; % of control where 0% means no effect
# Target sequence (Q99816 whole entry, looked up): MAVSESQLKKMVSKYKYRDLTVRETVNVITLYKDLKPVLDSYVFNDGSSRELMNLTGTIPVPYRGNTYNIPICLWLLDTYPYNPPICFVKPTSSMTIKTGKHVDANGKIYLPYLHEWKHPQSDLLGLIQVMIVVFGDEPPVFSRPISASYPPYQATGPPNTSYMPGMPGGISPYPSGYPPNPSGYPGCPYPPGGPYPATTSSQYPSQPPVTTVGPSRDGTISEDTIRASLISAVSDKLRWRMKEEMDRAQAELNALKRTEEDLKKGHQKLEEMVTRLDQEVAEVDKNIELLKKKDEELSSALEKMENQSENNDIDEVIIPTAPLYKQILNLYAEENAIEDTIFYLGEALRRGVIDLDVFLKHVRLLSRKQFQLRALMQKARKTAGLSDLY
#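 FP read-out: FITC-PTAP peptide, 50 nM final, binding Tsg101 binding domain, 10 uM final; 20 min, r.t.; 10 mM HEPES pH 7.5, 0.15 M NaCl, 0.01% Tween 20, 3 mM EDTA, 0.1 mM TCEP.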
# uPA surface inh: qHTS for Inhibitors of Cell Surface uPA Generation | Potency, µM (highest dose often 38.3 µM), inactives show at the top dose activity change, negative = inhibition, actives largely listed as inhibitors | AID 540303, 2011 | cell surface uPA generation assay, qHTS | 0.31% of 330,000 active; active means well fitted inhibition curve with a large enough effect; inconclusive means small, poorly fitted or top-dose-only effect; inactive means no such curve, though single readings can be large or run the other way; tested in mouse RAW 264.7 cells; further: potency means the concentration at half of the fitted maximal effect; on the % scale 0 is the no-effect control and ±100 the full control effect; nearly all actives have a fitted effect of over 55% in size
# Integrin act MD: qHTS for Activators of Integrin-Mediated Alleviation for Muscular Dystrophy; alpha7betagal myoblasts, beta-gal FDG fluorescence, 48 h; Potency, µM (series often up to 38.3 µM), inactives show at the top dose activation, most hits filed as activators; 0.064% of 350,000 active; AID 624291, 2012;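 further: potency means the concentration at half of the fitted maximal effect; 100% = response of the positive control SU9516; nearly all actives have a fitted effect of over 60% in size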
#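 alpha7betagal+/- myoblasts (passage 13, 250/well) treated 48 h at 37C with compounds at 1:260 dilution of DMSO stock. Lysed, then beta-galactosidase activity read as FDG fluorescence (ex 480/em 540) after 30 min, with pre-read for autofluorescence.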
# p53 reactivation: qHTS assay for re-activators of p53 using a Luc reporter; AID 504706, 2011; Potency, µM (doses to about 92.2 µM), without a hit: top-dose activity change, positive = activation, usual class: activators; H1299 p53-A138V BP100-luciferase reporter, luminescence, 24 h; 0.063% of 320,000 active; further: potency means the concentration at half of the fitted maximal effect; % of control where 0% means no effect; nearly all actives have a fitted effect of over 45% in size
#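 p53-null H1299 cells stably carrying temperature-sensitive p53-A138V and a BP100-luciferase reporter were pinned with compounds (4-point, 1:5 series) and held 24 hrs at 37 deg C. Luminescence was read 10 min after detection reagent.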
# BRCA1 expr up: qHTS Assay to Identify Small Molecule Activators of BRCA1 Expression; AID 624202, 2012; MCF7-BRCA1-FFLuc reporter, luminescence, 48 h; response scale: scaled: vehicle 0%, 10 µM genistein 100%; 1.1% of 380,000 active; Potency, µM (doses to about 46.1 µM), for inactives: top-dose activation, usual class: activators; further: potency means the concentration at half of the fitted maximal effect; nearly all actives have a fitted effect of over 80% in size; some results filed as inactive show a strong effect at the top dose
#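 Compounds are tested at multiple concentrations on MCF7 BRCA1-luciferase reporter cells seeded at 2000 per well; after 48 h, a single luminescence end-point is taken and curves fitted to the normalized data.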
# Eya2 inh: qHTS Assay for Inhibitors of the Phosphatase Activity of Eya2; Protein phosphatase EYA2 (Homo sapiens), O00167; recombinant Eya2, OMFP fluorescence dephosphorylation (OMFP is methylfluorescein phosphate); Potency, µM (highest dose often 76.9 µM), for the others: at the top dose activity, negative = inhibition, hits mostly inhibitors; 0.006% of 330,000 active; further: potency means the concentration at half of the fitted maximal effect; on the % scale 0 is the no-effect control and ±100 the full control effect
# Target sequence (O00167 whole entry, looked up): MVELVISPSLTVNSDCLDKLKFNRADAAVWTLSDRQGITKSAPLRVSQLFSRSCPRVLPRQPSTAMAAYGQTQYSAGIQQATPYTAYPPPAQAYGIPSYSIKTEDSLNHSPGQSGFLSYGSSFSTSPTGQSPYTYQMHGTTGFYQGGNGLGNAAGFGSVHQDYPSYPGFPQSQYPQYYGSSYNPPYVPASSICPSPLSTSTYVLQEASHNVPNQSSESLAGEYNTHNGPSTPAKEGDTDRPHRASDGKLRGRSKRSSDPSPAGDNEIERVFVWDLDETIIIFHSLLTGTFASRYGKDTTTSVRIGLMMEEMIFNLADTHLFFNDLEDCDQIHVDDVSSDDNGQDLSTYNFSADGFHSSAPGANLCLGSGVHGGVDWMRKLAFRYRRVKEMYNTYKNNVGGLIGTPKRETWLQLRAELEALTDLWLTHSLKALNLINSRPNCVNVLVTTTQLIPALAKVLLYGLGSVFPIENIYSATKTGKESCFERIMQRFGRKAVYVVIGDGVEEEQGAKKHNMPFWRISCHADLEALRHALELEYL
#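 Eya2 (0.2 uM) preincubated 10 min at ambient with compound, then OMFP substrate added at 50 uM; 10 min reaction in 50 mM HEPES pH 7.5, 50 mM NaCl, 5 uM MgCl2, 0.05% BSA, 1 mM DTT. Fluorescence read at Ex 485/Em 525 nm.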
# B2AR arrestin: qHTS assay of beta-arrestin-biased ligands of beta2-adrenergic receptor. beta-arrestin recruitment to beta2AR, cell-based reporter. Beta-2 adrenergic receptor (Homo sapiens), P07550. AID 492947, 2010. 0.02% of 330,000 active. Potency, µM (highest dose often 46.1 µM), for the others: at the highest dose activation, actives largely listed as activators;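 further: potency means the concentration at half of the fitted maximal effect; 0% = DMSO controls and full agonism = EC100 isoproterenol or metaproterenol; nearly all actives have a fitted effect of over 65% in size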
# S-ASM inh: Inhibitors of Secretory Acid Sphingomyelinase (S-ASM): qHTS. Sphingomyelin phosphodiesterase (Homo sapiens), P17405. placental ASM, HMU-PC fluorogenic substrate, 60 min. Potency, µM (series often up to 57.5 µM), for the others: top-dose activity change, negative = inhibition, hits mostly inhibitors. 0.006% of 340,000 active. AID 504937, 2011; further: potency means the concentration at half of the fitted maximal effect
#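 HMU-PC0 cleavage (9 uM final) by human placental ASM, 60 min at 37 °C following 10 min compound exposure at RT; stopped at pH 10, fluorescence Ex 386/Em 447 nm.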
# ELG1 genotox: qHTS screen for small molecules that induce genotoxicity in human embryonic kidney (HEK293T) cells expressing luciferase-tagged ELG1; HEK293T ELG1-luciferase reporter, luminescence, 16 h; Potency, µM (titrated, usually from 46 µM), inactives show at the highest dose activity change, positive = activation, hits mostly activators; 1.3% of 330,000 active; further: potency means the concentration at half of the fitted maximal effect; % of control where 0% means no effect; nearly all actives have a fitted effect of over 60% in size
#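 16 hr compound incubation (37 °C, 5% CO2) of HEK293T cells carrying luciferase-tagged ELG1; luciferase then measured by ONE-Glo luminescence after 30 min at RT.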
# TRPV1 agonist: HTS Assay for Compounds that Act as Agonists of the Vanilloid Receptor 1; TRPV1-expressing cells, Fluo-8 calcium influx, agonist mode; activation, % at 8.33 µM; 0.19% of 320,000 active; AID 540275, 2011; in the data active means activation above about 80%; inconclusive means between about 30% and that limit; further: 0% is about no effect
#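 TRPV1-expressing cells were cultured overnight at 35.5C and loaded with Fluo-8 calcium dye for 40 to 90 min at room temperature. After a 10 s baseline, compound was added and calcium influx was read kinetically for 3 min (ex 480/em 520 nm).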
# Starred values were filed as active, the others as inactive; ? = inconclusive; . = no result given; [ ] = dose if it differs, or a comment. Unless noted, the call rests on the fitted dose curve; in most records, active means well fitted curve in the direction sought with a large enough effect; inconclusive means small, poorly fitted or top-dose-only effect, or another doubt; inactive means no such curve, though single readings can be large; an effect the other way counts as inactive or inconclusive.
SMILES,USP2a block,PTAP TSG101 blk,uPA surface inh,Integrin act MD,p53 reactivation,BRCA1 expr up,Eya2 inh,B2AR arrestin,S-ASM inh,ELG1 genotox,TRPV1 agonist
Cc1cc(SCC2=NNC(=O)C2)c(Cl)cc1Cl,-1.1%,-6.7%,-0.2%,8.2%,-4.2%,6.6%,2.6%,0.1%,7.6%,3.0%,0.8
O=C(Nc1ccc(S(=O)(=O)Nc2ncccn2)cc1)c1cncc(Br)c1,4.5%,-4.9%,-10.7%,9.5%,3.0%,32.6%,-4.0%,-1.1%,5.5%,-0.2%,-1.2
C=CCN(c1ccccc1)S(=O)(=O)c1ccc2c(c1)NC(=O)C(C)C(=O)N2 (stereo unspecified),-2.6%,1.5%,-10.2%,12.3%,6.6%,-10.5%,-0.8%,0.0%,-0.1%,-7.6%,-2.6
COc1ccc(CC(=O)NNC(=O)c2ccncc2)cc1,1.0%,0.2%,3.6%,-2.4%,-3.4%,-4.2%,13.5%,-0.1%,3.2%,0.0%,-2.7
Cc1cc(NC(=O)CSc2nnc(C)o2)no1,0.3%,-10.3%,3.0%,-24.1%,2.3%,6.3%,-13.5%,-0.3%,6.3%,-0.7%,0.0
Cc1cc(C(=O)N/N=C/c2cccn2C)n[nH]1,5.0%,-1.2%,-1.7%,-13.9%,?,59.6%,-1.9%,0.7%,0.0%,13.5%,7.5
C#CCOCCOCCOCCNc1nc(N2CCOCC2)nc(N2CCN(C(=O)[C@H](CCCCN)n3cc([C@@H](N)C(C)CC)nn3)CC2)n1 (stereo partly specified),0.1%,-0.3%,-2.1%,-9.9%,-1.9%,0.0%,-8.9%,0.3%,-0.2%,-2.2%,-0.8
CCOC(=O)c1c(-c2cccs2)csc1N,2.6%,-6.3%,-1.9%,-22.7%,-3.0%,0.0%,9.1%,-0.9%,-1.7%,1.4%,-1.1
CCN(Cc1cc2cc(C)ccc2[nH]c1=O)C(=O)c1cccc(OC)c1,0.9%,-4.2%,2.3%,17.9%,-3.4%,-33.4%,3.0%,0.1%,1.7%,-10.1%,1.0
CCN1CCN(c2ccc(S(=O)(=O)N3CCCCC3)cc2NC(=O)Cc2ccc(Cl)c(Cl)c2)CC1,2.9%,-2.1%,?,-50.0%[inhibitor],15.9%,-42.7%,-21.7%,0.0%,.,-6.7%,6.6
CN(C)c1ccc(-c2cc3ccccc3c(=O)o2)cc1,0.3%,?,?,35.8%,.,-1.5%,18.7%,0.4%,326.4%[activator],?,.
CC1CCCC(C)N1C(=O)COC(=O)c1cc(S(=O)(=O)N2CCOCC2)ccc1Cl (stereo unspecified),-0.3%,0.2%,-5.0%,-8.5%,-3.9%,-6.9%,-18.5%,-1.0%,2.0%,-2.2%,10.1
O=C(COC(=O)c1ccc(O)cc1O)NCCN1C(=O)CSC1=O,1.2%,5.6%,-0.3%,9.0%,1.2%,-12.3%,-23.0%,0.0%,4.3%,-0.7%,-0.3
CCC(C)(C)NC(=O)CN(Cc1ccccc1Cl)C(=O)CCC(=O)Nc1cc(C)ccn1,0.7%,-0.6%,1.9%,-8.1%,-2.4%,0.0%,-1.9%,0.0%,-4.4%,-0.1%,-1.7
CCOc1ccc(N(CC(N)=O)S(=O)(=O)c2ccc(F)cc2)cc1,0.1%,-2.9%,-1.7%,-14.6%,-7.6%,-18.3%,4.4%,-0.2%,0.0%,-0.4%,3.6
Cc1ccc2oc(=O)c3cnn(CC(=O)N4CCCCCC4)c3c2c1,2.4%,-1.2%,1.0%,-15.3%,5.2%,-0.6%,4.8%,0.1%,-0.6%,0.2%,5.7
OC(CN1C2=NCCN2c2ccccc21)c1ccc2c(c1)OCO2 (stereo unspecified),1.6%,-6.8%,-10.4%,-57.6%[inhibitor],-10.4%,-52.2%,-4.0%,-1.3%,-0.5%,?,6.8
O=c1[nH]cnc2c1oc1ccccc12,0.9%,-2.2%,1.8%,-13.7%,6.9%,10.7%,-8.6%,0.4%,2.9%,?,-0.9
CCOC(=O)N1CCN(C(=O)CSCC(=O)N=c2sc3cc(OC)ccc3n2C)CC1,.,-0.8%,1.0%,24.8%,.,1.4%,.,.,0.2%,.,.
COc1ccc(C(=O)NC(NC(=O)c2ccc(OC)c(OC)c2)c2ccccc2F)cc1OC,2.6%,1.9%,-3.7%,16.0%,2.8%,-13.1%,9.3%,-1.1%,-1.4%,-2.1%,0.1
CC(=O)Nc1ccc2nc(-c3ccccc3)cn2c1,9.0%,1.3%,-7.6%,8.8%,?,?,-1.8%,-0.7%,.,5.8µM*,0.8
Cn1c(CNC(=O)CNC(=O)Cc2ccccc2)cc(=O)n(C)c1=O,2.5%,-6.2%,3.5%,9.0%,16.8%,1.8%,0.1%,-0.1%,3.6%,0.4%,-2.1
O=C1/C(=C/c2cccc([N+](=O)[O-])c2)CSc2ccc(Cl)cc21,0.2%,-0.2%,5.3%,-16.0%,-3.6%,-9.2%,0.9%,3.1%,-0.7%,6.9%,1.8
CC(C(=O)Nc1ccc(C(F)(F)F)cc1)N(C)CC(=O)N1CCN(Cc2ccccc2)CC1 (stereo unspecified),3.4%,-2.9%,1.2%,-10.8%,-7.4%,-49.0%,-12.1%,0.4%,2.6%,-6.0%,.
Nc1c(Nc2ccccc2)c2ccccc2oc1=O,0.1%,-4.1%,-0.1%,-4.3%,-4.3%,-38.9%,-17.4%,0.1%,-2.6%,?,6.3

# Next part
SMILES,USP2a block,PTAP TSG101 blk,uPA surface inh,Integrin act MD,p53 reactivation,BRCA1 expr up,Eya2 inh,B2AR arrestin,S-ASM inh,ELG1 genotox,TRPV1 agonist
O=C(Nc1ccccc1N1CCCCC1)c1ccc(Cl)cc1,2.3%,2.2%,-6.2%,-1.1%,?,-7.8%,-21.3%,0.3%,-2.4%,-1.8%,?
O=C(Cc1ccc2c(c1)OCCO2)N1CCN(S(=O)(=O)c2cccc(Cl)c2Cl)CC1,-1.1%,-1.5%,5.7%,4.9%,1.5%,-13.1%,3.7%,-0.4%,-0.9%,-0.7%,10.3
CCCC(C(=O)NC(C)(C)C)N(CC1CCCO1)C(=O)c1snc(C(N)=O)c1N (stereo unspecified),0.7%,-0.8%,5.8%,-4.6%,-1.9%,-7.6%,-0.2%,0.2%,176.6%[activator],1.4%,2.4
CC(C)(C)NC(=O)C(=O)NN=C1CCCCCCCCCCC1,4.5%,0.4%,0.3%,24.3%,5.2%,0.0%,8.1%,-0.2%,2.1%,0.0%,7.7
Cc1c(C)c2ccc(OC3CCCCC3=O)cc2oc1=O (stereo unspecified),0.8%,-4.5%,-4.1%,2.8%,5.4%,-1.1%,-13.8%,-0.1%,33.2%[activator],?,1.3
COc1ccc(Cc2nc(=S)[nH][nH]2)cc1Br,2.0%,-2.0%,4.7%,-7.3%,0.7%,-13.5%,-7.2%,0.5%,14.2%,0.3%,-0.1
COc1ccccc1CN1[C@@H](CC(=O)O)c2cc(F)ccc2S1(=O)=O,.,0.0%,8.7%,-11.4%,.,9.2%,.,.,-4.0%,.,.
Cc1ccc(Cl)cc1Nc1nc(-c2sc(NC(=O)c3ccccc3)nc2C)cs1,-5.8%,.,.,.,-3.2%,.,10.9%,-0.5%,.,0.4%,3.0
COCCNC(=O)c1ccc(CS(=O)(=O)c2ccccc2)o1,0.9%,0.6%,-0.6%,0.6%,-1.2%,22.8%,-7.7%,0.2%,1.4%,-1.9%,-2.6
CC(C)C[C@H]1CN([C@@H](Cc2ccc(O)cc2)CN2CCC[C@@H]2CN2C(=O)C(=O)NC[C@@H]2Cc2ccccc2)C(=O)C(=O)N1CC1CCCCC1,.,-2.3%,9.2%,23.3%,.,-14.0%,.,.,2.4%,.,.
Clc1ccccc1N=C1NN=C(c2cccs2)CS1,-6.7%,1.4%,5.6%,-23.9%,?,?,-12.1%,0.4%,-8.1%,?,4.7
